High-throughput results deposited in PubChem by NCI.
All columns: NCI-60 one-dose screen, growth in % after 48 h at 10 µM unless noted; 100 = growth as untreated, 0 = no growth, -100 = all killed.
OVCAR-3 – OVCAR-3 ovarian cancer. AID 1794787. 7% of 79,000 active
OVCAR-5 – OVCAR-5 ovarian cancer. AID 1794783. 2.9% of 82,000 active
OVCAR-8 – OVCAR-8 ovarian cancer; 4.4% of 81,000 active; AID 1794782
OVCAR-4 – OVCAR-4 ovarian cancer cells. 3.7% of 80,000 active
HCC-2998 – HCC-2998 colon cancer. 4.7% of 79,000 active
KM12 – KM12 colon cancer cells | 5% of 82,000 active | AID 1794800
SW-620 – SW-620 colon cancer | AID 1794795 | 5.2% of 82,000 active
PC-3 – PC-3 prostate cancer cells; 3.9% of 80,000 active
DU-145 – DU-145 prostate cancer; 4.2% of 81,000 active
Numbers without * were called inactive; . = no result given. Rule for the calls: active = growth percent below 10; inactive = the rest.

nr	mol	PC-3	KM12	OVCAR-5	HCC-2998	DU-145
1	CCCCCCC(C)OC(=O)Nc1cccc2ccccc12 (stereo not drawn)	80	125	91	92	116
2	Cn1c2ccccc2c2c3c(c4c5cc(F)ccc5oc4c21)C(=O)NC3=O	81	100	96	101	112
3	O=C(/C=C\c1ccc(O)c(O)c1)OC1C(O)CC(OC(=O)/C=C/c2ccc(O)c(O)c2)(C(=O)O)CC1O (stereo not drawn)	.	105	92	.	108
4	CCOC(=O)c1cc(OC(C)=O)c2ccc(OC)c(OC)c2c1	99	100	92	117	101
5	Nc1ncnc2ocnc12	102	108	102	96	101
6	Cc1ccc(Nc2nnc(-c3cc(-c4cccnc4)n(-c4ccccc4)n3)o2)cc1	79	88	101	98	95
7	Cc1ccc(C)c(C(S)C(=O)O)c1 (stereo not drawn)	96	108	105	105	88
8	Nc1n[nH]c(=S)n1-c1ccc(Cl)cc1	97	103	99	108	108

nr	OVCAR-8	OVCAR-4	SW-620	OVCAR-3
1	99	96	99	102
2	96	96	92	105
3	107	99	109	96
4	90	93	97	102
5	104	106	104	104
6	94	94	107	94
7	102	99	113	119
8	100	99	97	100

More compounds follow:
nr	mol	PC-3	KM12	OVCAR-5	HCC-2998	DU-145
9	O=C(O)c1ccc(N2C(=O)c3ccccc3C2=O)cc1	129	103	100	98	114
10	C=CCN(CC=C)S(=O)(=O)c1ccccc1	91	109	96	101	126
11	CC(C)(C)Nc1c(-c2ccccc2O)nc2ncccn12	97	94	113	108	112
12	COc1ccc(-c2cc(-c3cccnc3)nc3sc4c(=O)[nH]nnc4c23)cc1OC	84	93	89	98	99
13	Clc1ccc(C(NC2CC3CCC2C3)c2ccccc2)cc1 (stereo not drawn)	99	92	87	96	112
14	O=[N+]([O-])c1nc2ccccc2[nH]1	103	113	107	97	128
15	CCOC(=O)c1ccc(NC(=O)CSc2nnc(Cc3ccccc3Nc3c(Cl)cccc3Cl)o2)cc1	.	109	83	106	111
16	c1ccc(-c2nnc(Cn3cnnc3)o2)cc1	99	97	76	95	100

nr	OVCAR-8	OVCAR-4	SW-620	OVCAR-3
9	101	.	108	114
10	106	96	97	119
11	100	117	105	102
12	98	99	90	97
13	102	.	104	112
14	111	.	110	122
15	96	91	98	107
16	.	95	94	99

The listing continues:
nr	mol	PC-3	KM12	OVCAR-5	HCC-2998	DU-145
17	CCCCC1(c2ccc(O)cc2)NC(=O)NC1=O (stereo not drawn)	106	106	106	108	110
18	Cc1[nH]c(C(=O)Nc2cccc(OC3CCNCC3)c2)c(Cl)c1Cl	63	57	95	3.0*	88
19	Cc1nn(-c2ccccc2)c2nc3nc(-c4ccncc4)nc(N)c3c(-c3ccc(Cl)cc3)c12	80	105	100	104	110
20	COC(=O)[C@]12C[C@@H]3CCN4C(=O)C(=O)N5[C@@H]([C@H](S1)c1ccccc1[C@@]5(C)O)[C@]342	99	102	95	99	111
21	CC(=O)Nc1ccc(/C=C(\C#N)c2ccc([N+](=O)[O-])cc2)cc1	106	107	103	113	106
22	CC(C)N=Cc1ccccc1	101	109	109	110	97
23	NS(=O)(=O)c1ccc(N/N=C(/CS(=O)(=O)c2ccccc2)c2cc3cc(Br)ccc3oc2=O)cc1	89	96	95	100	101
24	Cc1cc(C)c2[nH]c(O)c(N=NC(=O)c3ccc(S(N)(=O)=O)cc3)c2c1	99	74	98	111	109

nr	OVCAR-8	OVCAR-4	SW-620	OVCAR-3
17	105	.	105	116
18	94	99	0.5*	82
19	88	68	95	116
20	99	108	98	109
21	100	107	107	105
22	102	107	103	112
23	100	94	100	98
24	100	.	102	111

Continuation:
nr	mol	PC-3	KM12	OVCAR-5	HCC-2998	DU-145
25	COc1ccc(Oc2ccc(/C=C/C(=O)c3cc(OC)c(OC)c(OC)c3)cc2)cc1	89	91	109	107	97
26	NC(=S)N/C=C\c1nc2ccccc2[nH]c1=O	93	103	115	102	111
27	COc1ccc(N2CCN(C(=O)c3sc4nc(C)c(Br)c(C)c4c3N)CC2)cc1	82	94	90	97	104
28	C=C(C)CNC(C)=S	91	96	88	117	95
29	CC(=O)N1CCCC1=O	95	100	98	104	113
30	Nc1ncnc2c1N=C(c1ccc(F)cc1)CC(c1sc(Cl)nc1Cl)N2 (stereo not drawn)	79	105	100	101	99
31	O=C(O)c1cccc(O)c1C(=O)O	102	106	98	101	105
32	O=c1[nH]cc(F)c(=S)[nH]1	99	104	99	101	109

nr	OVCAR-8	OVCAR-4	SW-620	OVCAR-3
25	93	85	100	108
26	97	110	103	103
27	98	91	104	98
28	93	91	86	96
29	100	111	94	122
30	87	98	101	101
31	102	106	106	116
32	98	96	107	107

Further results.
nr	mol	PC-3	KM12	OVCAR-5	HCC-2998	DU-145
33	O=C1CC2OCCC3=CN4CCC56c7ccccc7N1C5C2C3CC46 (stereo not drawn)	107	108	102	109	112
34	Nc1ccc(-c2ccc(F)cc2)cc1NC(=O)C1CC2CCC(C1)O2 (stereo not drawn)	82	99	97	93	97
35	O=S(=O)(NCCCNc1nccc(-c2c(-c3cccc(O)c3)nc3occn23)n1)c1ccc(C(F)(F)F)cc1	77	90	115	119	92
36	CCOC(=O)COc1c(OC)c(OC)cc2oc(-c3cccc(C(=O)Nc4ccc(Cl)cc4)c3)cc(=O)c12	41	16	81	76	64
37	Nc1c(N=Nc2ccc(-c3ccc(N=Nc4cc(S(=O)(=O)O)c5ccccc5c4N)cc3)cc2)cc(S(=O)(=O)O)c2ccccc12	97	113	114	117	124
38	CCC[C@@H]1O[C@](O)(CCN)[C@H](O)N(CCCN)C1=O	82	96	106	98	105
39	C=CCN(C)C	105	108	109	110	119
40	CNC=O	98	96	88	174	78

nr	OVCAR-8	OVCAR-4	SW-620	OVCAR-3
33	102	107	104	112
34	87	83	103	99
35	90	94	99	97
36	52	69	38	23
37	104	118	117	112
38	88	106	104	109
39	106	115	105	118
40	.	115	93	109

Gathered by group: the compounds so far containing four or more nitrogen atoms (14)
nr	mol	PC-3	KM12	OVCAR-5	HCC-2998	DU-145
5	Nc1ncnc2ocnc12	102	108	102	96	101
6	Cc1ccc(Nc2nnc(-c3cc(-c4cccnc4)n(-c4ccccc4)n3)o2)cc1	79	88	101	98	95
8	Nc1n[nH]c(=S)n1-c1ccc(Cl)cc1	97	103	99	108	108
11	CC(C)(C)Nc1c(-c2ccccc2O)nc2ncccn12	97	94	113	108	112
12	COc1ccc(-c2cc(-c3cccnc3)nc3sc4c(=O)[nH]nnc4c23)cc1OC	84	93	89	98	99
15	CCOC(=O)c1ccc(NC(=O)CSc2nnc(Cc3ccccc3Nc3c(Cl)cccc3Cl)o2)cc1	.	109	83	106	111
16	c1ccc(-c2nnc(Cn3cnnc3)o2)cc1	99	97	76	95	100
19	Cc1nn(-c2ccccc2)c2nc3nc(-c4ccncc4)nc(N)c3c(-c3ccc(Cl)cc3)c12	80	105	100	104	110
24	Cc1cc(C)c2[nH]c(O)c(N=NC(=O)c3ccc(S(N)(=O)=O)cc3)c2c1	99	74	98	111	109
26	NC(=S)N/C=C\c1nc2ccccc2[nH]c1=O	93	103	115	102	111

nr	OVCAR-8	OVCAR-4	SW-620	OVCAR-3
5	104	106	104	104
6	94	94	107	94
8	100	99	97	100
11	100	117	105	102
12	98	99	90	97
15	96	91	98	107
16	.	95	94	99
19	88	68	95	116
24	100	.	102	111
26	97	110	103	103

nr	mol	PC-3	KM12	OVCAR-5	HCC-2998	DU-145
27	COc1ccc(N2CCN(C(=O)c3sc4nc(C)c(Br)c(C)c4c3N)CC2)cc1	82	94	90	97	104
30	Nc1ncnc2c1N=C(c1ccc(F)cc1)CC(c1sc(Cl)nc1Cl)N2 (stereo not drawn)	79	105	100	101	99
35	O=S(=O)(NCCCNc1nccc(-c2c(-c3cccc(O)c3)nc3occn23)n1)c1ccc(C(F)(F)F)cc1	77	90	115	119	92
37	Nc1c(N=Nc2ccc(-c3ccc(N=Nc4cc(S(=O)(=O)O)c5ccccc5c4N)cc3)cc2)cc(S(=O)(=O)O)c2ccccc12	97	113	114	117	124

nr	OVCAR-8	OVCAR-4	SW-620	OVCAR-3
27	98	91	104	98
30	87	98	101	101
35	90	94	99	97
37	104	118	117	112

Going on with the list:
nr	mol	PC-3	KM12	OVCAR-5	HCC-2998	DU-145
41	COc1cc2oc3c(C)c(=O)cc4oc(-c5ccccc5)cc(c2c2c1CCC(c1ccccc1)O2)c43 (stereo not drawn)	99	100	132	124	99
42	O=C(CSC(=S)N1CCN(c2ccccc2)CC1)Nc1nc2ccc(Cl)cc2s1	92	104	94	.	116
43	O=c1nc2s/c(=C\c3cccc(Cl)c3)c(=O)n2c2nc(-c3ccccc3)c(-c3ccccc3)nc12	97	102	96	96	101
44	CCCCNC(=O)Oc1ccc(/C(=C(\C)c2ccc(Cl)cc2)c2ccc(OCCN(CC)CC)cc2)cc1	61	68	73	81	82
45	N#CCCN1C/C(=C/c2ccc(Br)cc2)C(=O)/C(=C/c2ccc(Br)cc2)C1	-34*	.	2.2*	-87*	-48*
46	COc1ccc(C2C3(C#N)C(N)=NC(=C(C#N)C#N)C23C#N)cc1OC (stereo not drawn)	111	118	93	122	102
47	C=C1CCC2C3(C)COC(c4cccs4)OC3CCC2(C)C1CC(Sc1ccccc1)C1=CCOC1=O (stereo not drawn)	53	89	102	82	94
48	C/C(=N\NC(=S)Nc1ccc(Br)cc1)c1cc2ccccc2oc1=O	27	0.6*	41	30	29

nr	OVCAR-8	OVCAR-4	SW-620	OVCAR-3
41	110	106	107	118
42	105	96	106	107
43	99	100	102	106
44	.	70	80	69
45	-17*	0.9*	-54*	-65*
46	106	110	106	109
47	66	84	80	86
48	5.8*	28	28	.

(list continues)
nr	mol	PC-3	KM12	OVCAR-5	HCC-2998	DU-145
49	O=c1[nH]c2ccccc2c(-c2cccc(O)c2)c1O	85	98	100	99	111
50	C=CC(C)(O)CC (stereo not drawn)	108	99	99	100	98
51	CN1C(=O)C(Nc2ccc(C(=O)Nc3ccccc3)cc2)=C(c2ccc(Cl)cc2)C1=O	55	74	92	95	88
52	CC1(C)CN(c2cnc(C(=O)Nc3cc(F)cc4cccnc34)cn2)CCN1	45	92	86	92	101
53	COc1cc(C2NC(=O)NC(C)=C2C(=O)OC(C)C)ccc1OCc1ccccc1 (stereo not drawn)	90	90	87	104	91
54	CN(C)c1ccc(/C=N/Nc2nnc3n2N=C(c2ccc(Cl)cc2)CS3)cc1	82	101	108	106	100
55	COc1cc(-c2nc3cc4nc5ccccc5[nH]c4cc3n2)ccc1OCc1ccccc1	88	98	101	108	108
56	COc1cc(OC)nc(NC(=O)CNc2nnc(-c3cccnc3SCc3ccccc3)s2)n1	87	.	102	99	94

nr	OVCAR-8	OVCAR-4	SW-620	OVCAR-3
49	92	98	99	111
50	93	88	105	105
51	92	81	102	82
52	96	15	35	11
53	91	98	.	104
54	97	99	102	102
55	103	98	107	103
56	75	91	98	87

Next section
nr	mol	PC-3	KM12	OVCAR-5	HCC-2998	DU-145
57	Cc1cc(N(CCCNc2ccnc3cc(Cl)ccc23)Cc2ccccn2)nc(N2CCCC2)n1	50	83	88	89	91
58	O=S(=O)(NCc1ccccc1)c1ccccc1	96	98	104	100	107
59	O=c1c2c(=NCCCN3CCCC3)cc3c(=O)n(CCCN4CCCC4)c(=O)c4c(NCCCN5CCCC5)cc(c(O)n1CCCN1CCCC1)c2c4-3	12	0.8*	-0.9*	-43*	-16*
60	Nc1cccc(Cl)c1C(=O)O	95	114	93	102	118
61	CC(=O)Oc1ccc(O)cc1	87	103	115	123	102
62	CCC(CN(C(=O)c1ccc([N+](=O)[O-])cc1)C1CCCCC1)OC(=O)c1ccc([N+](=O)[O-])cc1 (stereo not drawn)	29	69	75	74	100
63	O=C(O)C1C(c2ccccc2)=C1c1ccccc1	105	102	104	117	107
64	CCOC(=O)Nc1on[n+](-c2ccccc2)c1-c1ccccc1	98	104	94	107	115

nr	OVCAR-8	OVCAR-4	SW-620	OVCAR-3
57	73	63	71	88
58	104	99	105	104
59	5.4*	.	-3.2*	-22*
60	103	109	106	114
61	90	105	115	111
62	66	74	75	73
63	99	99	104	110
64	101	.	105	113

Other records follow:
nr	mol	PC-3	KM12	OVCAR-5	HCC-2998	DU-145
65	CC/C=C\C[C@H]1C/C=C2/C(=O)C=C[C@H]2C/C=C\CCCC(=O)O1	36	-3.3*	88	.	15
66	COc1ccccc1NC(=O)/C(=C\n1c(=S)[nH]c2ccc([N+](=O)[O-])cc21)C(C)=O	93	98	96	107	103
67	O=c1[nH]c2ccccc2cc1CNc1ccc(Nc2nccc(-c3ccc(Cl)cc3)n2)cc1	61	79	93	95	78
68	O=C(/C=C/c1cn(-c2ccccc2)nc1-c1ccc(Br)cc1)NNC(=O)Nc1ccc(F)cc1	87	97	96	105	107
69	CCCCCCCCCCNc1nc(N)nc(Nc2ccc(C)cc2)n1	79	90	94	100	99
70	CCCNC(=O)NCN1C(=O)c2cccc3cccc(c23)C1=O	89	105	110	109	108

nr	OVCAR-8	OVCAR-4	SW-620	OVCAR-3
65	0.8*	29	25	6.5*
66	105	95	105	112
67	81	78	100	91
68	103	101	101	107
69	83	89	99	98
70	90	106	109	115

Rows are unselected; 10% or so of the library scored in one or more.
